Tb MetRS inh – blocks T. brucei methionyl-tRNA synthetase activity | inhibition, % at 11.9 µM | 360,000 compounds, 0.4% hits | purified T. brucei MetRS, ATP depletion, Kinase-Glo luminescence;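 active = inhibition above a per-plate cutoff of the control wells' mean inhibition plus 3 SD, cut at about 5.5% in these data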;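 note: 0% = DMSO wells median and 100% = median of wells with control inhibitor compound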
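Material: T. brucei methionyl-tRNA synthetase, purified; reagent: substrates ATP, L-methionine and bulk Escherichia coli tRNA; dosing: 11.9 µM single point; timing: 15 min plus 2 h at 25 °C; detection: luminescence of leftover ATP; evaluation: % inhibition; control set: DMSO-only wells as low control; replicates: singlicate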
MsrA inhibitor – inhibits bovine methionine sulfoxide reductase A | purified bovine MsrA, absorbance read-out | inhibition, % at 15.5 µM | 360,000 compounds, 0.75% hits | AID 651718; in the data active = inhibition above about 4.5%;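 note: 0% = vehicle wells with enzyme and 100% = reference inhibitor wells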
Neddylation inh – cullin neddylation inhibition | 360,000 compounds, 0.58% hits | P61081+Q13564 | TR-FRET cullin neddylation, biochemical | calls only at 25 µM; in the data active = inhibition above about 36%
CSN deneddyl inh – blocks human CSN-mediated cullin deneddylation. Q92905. Purified CSN, SCF-Nedd8-OG deneddylation, fluorescence polarization. inhibition, % at 12.5 µM. 360,000 compounds, 0.38% hits;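 active = pattern-corrected inhibition above about 35%, with an unprinted fluorescence ratio check between 0.5 and 1.5, limit read from the data, passing the limit was not always enough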;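 note: 0% = enzyme with substrate and 100% = substrate without enzyme; some results filed as inactive read as strong as hits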
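Material: human Csn5 produced in HEK293T cells; Input: enzyme 0.24 nM; Reagent: SCFSkp2-Nedd8OG substrate at 10 nM final; Dosing: 12.5 µM compound; Incubation: 90 min reaction at room temperature; Detection: fluorescence polarization of the substrate; Evaluation: % inhibition of substrate cleavage by Csn5; Control set: substrate-only high control, full reaction low control.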
E coli Lon inh – inhibitors of E. coli Lon protease | P0A9M0 | purified E. coli Lon protease, fluorescence polarization | inhibition, % at 7.94 µM | 360,000 compounds, 0.42% hits | AID 602123; in the data active = inhibition above about 13%, passing the limit was not always enough;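 note: 0% = enzyme with probe and DMSO and 100% = no enzyme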
FAS TE block – FAS thioesterase (human) inhibition; 360,000 compounds, 0.67% hits; recombinant FAS-TE, OMFH fluorogenic substrate, fluorescence endpoint; P49327; AID 602261; inhibition, % at 15 µM;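 active = compounds whose normalised, plate-corrected inhibition of enzyme fluorescence in the single-dose primary screen is 50% or more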;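 note: 0% = DMSO with enzyme and 100% = substrate without enzyme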
Target sequence (P49327 whole entry, looked up): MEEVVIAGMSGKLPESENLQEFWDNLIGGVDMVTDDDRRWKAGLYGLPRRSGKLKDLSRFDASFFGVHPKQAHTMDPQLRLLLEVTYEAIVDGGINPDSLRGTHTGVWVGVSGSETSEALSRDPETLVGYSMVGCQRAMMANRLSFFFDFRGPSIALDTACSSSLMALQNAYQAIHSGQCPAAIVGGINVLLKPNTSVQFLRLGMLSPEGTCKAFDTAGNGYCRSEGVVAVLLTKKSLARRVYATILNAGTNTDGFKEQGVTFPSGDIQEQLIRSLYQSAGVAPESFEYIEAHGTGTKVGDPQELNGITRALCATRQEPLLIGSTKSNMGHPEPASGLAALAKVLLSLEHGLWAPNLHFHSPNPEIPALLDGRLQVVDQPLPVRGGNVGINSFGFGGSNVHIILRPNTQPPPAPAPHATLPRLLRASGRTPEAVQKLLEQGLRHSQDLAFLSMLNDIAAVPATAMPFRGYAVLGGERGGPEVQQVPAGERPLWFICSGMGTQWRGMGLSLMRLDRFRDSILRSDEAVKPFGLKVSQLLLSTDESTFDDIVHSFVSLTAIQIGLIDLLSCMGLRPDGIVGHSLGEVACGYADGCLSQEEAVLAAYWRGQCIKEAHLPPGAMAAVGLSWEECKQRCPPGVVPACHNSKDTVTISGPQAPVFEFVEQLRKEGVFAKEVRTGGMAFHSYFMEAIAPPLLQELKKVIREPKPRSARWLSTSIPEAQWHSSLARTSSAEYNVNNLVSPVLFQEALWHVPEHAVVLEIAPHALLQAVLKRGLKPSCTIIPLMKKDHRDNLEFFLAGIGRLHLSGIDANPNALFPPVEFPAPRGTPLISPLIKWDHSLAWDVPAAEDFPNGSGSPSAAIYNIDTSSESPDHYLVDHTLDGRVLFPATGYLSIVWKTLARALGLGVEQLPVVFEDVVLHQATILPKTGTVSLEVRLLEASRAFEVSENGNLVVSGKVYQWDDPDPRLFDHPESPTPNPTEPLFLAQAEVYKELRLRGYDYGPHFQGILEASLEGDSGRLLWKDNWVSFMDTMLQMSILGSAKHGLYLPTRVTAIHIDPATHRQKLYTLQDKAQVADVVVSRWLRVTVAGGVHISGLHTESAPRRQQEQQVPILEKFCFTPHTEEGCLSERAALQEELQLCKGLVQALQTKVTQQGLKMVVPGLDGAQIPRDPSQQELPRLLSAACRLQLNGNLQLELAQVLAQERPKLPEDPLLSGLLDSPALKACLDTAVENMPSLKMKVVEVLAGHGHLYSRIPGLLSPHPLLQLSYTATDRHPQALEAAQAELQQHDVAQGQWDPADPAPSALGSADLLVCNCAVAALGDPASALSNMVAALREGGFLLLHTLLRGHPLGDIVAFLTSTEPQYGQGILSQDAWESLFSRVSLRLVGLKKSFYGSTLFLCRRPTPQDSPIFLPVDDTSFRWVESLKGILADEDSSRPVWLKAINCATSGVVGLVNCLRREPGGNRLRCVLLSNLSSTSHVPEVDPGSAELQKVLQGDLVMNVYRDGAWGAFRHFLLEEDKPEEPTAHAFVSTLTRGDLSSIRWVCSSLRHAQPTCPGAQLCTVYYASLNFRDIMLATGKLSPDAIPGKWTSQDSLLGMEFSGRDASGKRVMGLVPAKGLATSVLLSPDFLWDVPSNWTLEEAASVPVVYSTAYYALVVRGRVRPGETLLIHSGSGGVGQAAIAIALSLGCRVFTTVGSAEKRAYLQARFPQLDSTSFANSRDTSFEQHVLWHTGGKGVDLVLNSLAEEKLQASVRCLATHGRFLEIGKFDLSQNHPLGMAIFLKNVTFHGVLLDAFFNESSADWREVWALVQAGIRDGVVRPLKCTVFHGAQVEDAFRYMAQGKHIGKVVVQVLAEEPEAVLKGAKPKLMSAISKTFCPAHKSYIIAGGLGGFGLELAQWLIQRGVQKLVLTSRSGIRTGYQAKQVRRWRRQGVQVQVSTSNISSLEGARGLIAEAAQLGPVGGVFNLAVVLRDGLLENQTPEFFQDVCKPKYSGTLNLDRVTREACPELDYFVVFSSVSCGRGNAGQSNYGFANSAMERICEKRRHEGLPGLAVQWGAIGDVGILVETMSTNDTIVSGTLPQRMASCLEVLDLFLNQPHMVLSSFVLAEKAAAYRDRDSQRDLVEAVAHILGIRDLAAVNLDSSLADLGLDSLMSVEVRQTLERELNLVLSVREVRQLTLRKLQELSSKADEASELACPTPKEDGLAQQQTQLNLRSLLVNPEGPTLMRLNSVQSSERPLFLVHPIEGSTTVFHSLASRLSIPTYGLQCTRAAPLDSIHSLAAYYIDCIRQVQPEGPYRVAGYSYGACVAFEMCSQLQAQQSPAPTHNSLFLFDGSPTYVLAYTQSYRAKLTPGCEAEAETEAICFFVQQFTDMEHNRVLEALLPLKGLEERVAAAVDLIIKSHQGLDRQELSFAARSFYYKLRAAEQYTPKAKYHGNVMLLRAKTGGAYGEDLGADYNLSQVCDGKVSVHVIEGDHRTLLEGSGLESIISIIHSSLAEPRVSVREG
MsrA act – activates bovine MsrA enzyme | purified bovine MsrA, absorbance read-out | AID 602163 | activation, % at 10.6 µM | 360,000 compounds, 0.3% hits; in the data active = activation above about 7.5%;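 note: 0% = vehicle and 100% = reference activator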
Rin1-Abl PPI inh – inhibitors of human Rin1-Abl protein interaction. P00519+Q13671. TR-FRET Rin1/Abl binding, biochemical. inhibition, % at 7.35 µM. 360,000 compounds, 0.4% hits; in the data active = inhibition above about 5%, passing the limit was not always enough
MLLE-PAM2 inh – blocks PAM2 peptide binding to the PABP1 MLLE domain | inhibition, % at 20 µM | AID 588489 | GST-MLLE / FITC-PAM2 fluorescence polarization | P11940 | 360,000 compounds, 0.36% hits; in the data active = inhibition above about 35%, passing the limit was not always enough;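 note: plate controls were DMSO wells with GST-MLLE for no effect and wells lacking GST-MLLE protein for full effect; some results filed as inactive read as strong as hits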
* hit, by the source's call; i = inactive; nt = no result given; & = joins results of further samples. An unsorted share of the library; 4% or so of the library scored in one or more.

SMILES	Tb MetRS inh	MsrA inhibitor	Neddylation inh	CSN deneddyl inh	E coli Lon inh	FAS TE block	MsrA act	Rin1-Abl PPI inh	MLLE-PAM2 inh
CCOc1cc(N2CCOCC2)c(OCC)cc1NC(=O)c1ccccc1N1CCCC1=O	0.5	-0.7	i	5	-10	-3	0	-2	-3
CC(C)(C)c1ccc2c(c1)OC(C(=O)N/N=C\c1ccc(-c3cccc(C(=O)O)c3)o1)CO2 (stereo not drawn)	0.2	1.4	i	4	-2	23	-2	-5	2
Cc1ccc(NC(=O)CCNS(=O)(=O)c2ccc3c(c2)oc(=O)n3C)c(C)c1	0.3	nt	i	5	-3	-3	1	1	-1
CCOc1ccccc1NC(=O)CN(c1ccc(OC)cc1)S(=O)(=O)c1c(C)noc1C	-1.0	0.4	i	4	0	15	-15	-1	-12
CCOc1ccc(CCNC(=O)C2CCC(=O)N2CCc2ccccc2)cc1OCC (stereo not drawn)	-1.0	-0.1	i	-1	-4	-7	-7	-1	-16
CC[n+]1c(-c2ccccc2)csc1Nc1c(C)n(C)n(-c2ccccc2)c1=O	0.0	1.2	i	-5	5	-3	-2	-4	1
Cc1ccc(-n2c(N)c(C(=O)N3CCCCC3)sc2=S)cc1	-0.3	2.6	i	0	-20	-12	-8	0	21
Cc1ccccc1OCc1nc(-c2ccccc2)no1	-2.0	-0.1	i	-3	-1	13	-8	-1	-16
Cc1cc(Cl)c2cc3ccccc3cc2n1	-0.3	-0.2	i	3	2	27	-3	-8	2
Nc1ccc(C(=O)OCC(=O)c2cccc([N+](=O)[O-])c2)cc1	0.5	0.2	i	5	2	9	-1	-1	-4
CC(C)(C)OC(=O)NCc1ccc(NC(=O)c2nc[nH]c2C(=O)NCCN(CCNC(=O)c2[nH]cnc2C(=O)Nc2ccc(CNC(=O)OC(C)(C)C)cc2)CCNC(=O)c2[nH]cnc2C(=O)Nc2ccc(CNC(=O)OC(C)(C)C)cc2)cc1	-0.2	1.1	i	0	-9	46	-3	6	14
COCCCNC(=O)c1ccc2sc([C@@H]3O[C@H](CO)[C@H](O)[C@H](O)[C@H]3O)nc2c1	-0.3	-0.6	i	-1	1	-9	-10	1	10
O=C(CCl)NCCN1C(=O)S/C(=C\c2cccnc2)C1=O	-0.8	2.9	i	62*	6	-5	-9	0	20
CCCn1c(SCC(=O)NC(=O)NCc2ccccc2)n[nH]c1=O	-0.3	-0.2	i	-1	-8	-8	-3	2	-19
Cc1ccccc1Oc1cccc(C(=O)/C(C#N)=C/N(C)C)c1	-0.6	-0.9	i	0	-9	-7	-10	2	5
O=C(NC(=S)Nc1nc(-c2ccccc2)cs1)c1cccs1	-0.2	-0.2	i	-3	6	12	-4	-3	35
CC(=O)c1ccc(Cc2ccc(C(C)=O)s2)s1	-0.4	1.4	i	3	-5	-3	-13	-3	29
COc1ccc(C2=NS(=O)(=O)N(C)C(C(=O)N3CCCCC3)=C2)cc1	0.1	5.5*	i	0	-4	-1	1	1	1
COc1ccc(OC)c(CN2C(=O)CCC2(C)c2nnnn2Cc2ccccc2)c1 (stereo not drawn)	-0.4	-0.1	i	-1	-1	-14	0	nt	nt
CC(C)[C@H](NC(=O)[C@@H]1CSC2c3ccccc3C(=O)N21)C(=O)NCc1ccncc1 (stereo partly drawn)	-0.2	-0.4	i	-4	-1	-5	-1	1	8
COc1cccc(-c2cccc(-c3nc(C(=O)NCc4ccc(Oc5ccccc5)cc4)cc4c3[C@H](CCO)N(S(=O)C(C)(C)C)C4)c2)c1 (stereo partly drawn)	-1.1	nt	i	5	-17	-10	-7	2	-15
O=C(CSc1nnc(-c2ccc(O)cc2)n1Cc1ccccc1)NNC(=O)c1ccc(Br)cc1	0.0	0.2	i	6	0	2	-4	-1	-25
O=C(Nc1cccc(F)c1)N1C2CCC1CC(O)(c1cccnc1)C2 (stereo not drawn)	0.5	-0.4	i	-2	0	-6	-5	1	-1
C=CCN1N=C(c2ccc(NC(=O)c3ccccc3)cc2)CSC1=O	-0.7	0.4	i	16	-7	-2	-3	4	-12
CN(C)S(=O)(=O)c1ccc(C(=O)N2CCCC2c2nc3ccccc3s2)cc1 (stereo not drawn)	-0.1	0.9	i	3	4	-2	3	-2	5

2 of the compounds above, with bars between the fields:
SMILES | Tb MetRS inh | MsrA inhibitor | Neddylation inh | CSN deneddyl inh | E coli Lon inh | FAS TE block | MsrA act | Rin1-Abl PPI inh | MLLE-PAM2 inh
Cc1ccc(NC(=O)CCNS(=O)(=O)c2ccc3c(c2)oc(=O)n3C)c(C)c1 | 0.3 | nt | i | 5 | -3 | -3 | 1 | 1 | -1
O=C(Nc1cccc(F)c1)N1C2CCC1CC(O)(c1cccnc1)C2 (stereo not drawn) | 0.5 | -0.4 | i | -2 | 0 | -6 | -5 | 1 | -1

Further structures.
SMILES	Tb MetRS inh	MsrA inhibitor	Neddylation inh	CSN deneddyl inh	E coli Lon inh	FAS TE block	MsrA act	Rin1-Abl PPI inh	MLLE-PAM2 inh
CC(=O)Nc1nc2c(s1)CCc1ccccc1-2	-0.4	-0.6	i	1	-19	2	-2	2	6
COc1ccc(S(=O)(=O)NCC(=O)Nc2ccc(F)cc2)cc1	-0.2	0.2	i	-3	0	-7	-5	-2	-1
CCN(c1cccc(C)c1)S(=O)(=O)c1ccc(OC)c([N+](=O)[O-])c1	-0.7	1.2	i	-2	-1	14	0	-3	-5
O=C(N=Nc1c(O)[nH]c2ccc(Cl)cc12)c1cc(-c2cccs2)nc2ccccc12	-0.6	1.6	i	-4	-2	-2	-2	-6	-3
CCOC(=O)c1c(C)n(C(=O)c2ccco2)c(=O)n1C(=O)c1ccco1	-0.7	0.1	i	-5	-5	2	-5	36*	3
Cc1cc(C)cc(NC(=O)N2CCC(c3nc4ccccc4o3)CC2)c1	-0.6	-0.4	i	-1	2	1	-2	2	8
Cc1cccc(C)c1NC1=NC2(CCCCC2)N=C(N)N1	-1.6	1.0	i	-1	-2	-10	-15	-1	-8
CCOCCCN1CN(Cc2ccccc2)CNC1=S	-1.3	0.0	i	-2	1	-10	-7	-1	-24
CCC(NC(=O)c1ccccc1NC(=O)c1ccco1)C(=O)NNC(=O)c1ccncc1 (stereo not drawn)	-0.4	0.9	i	-3	4	-3	-6	0	9
CC(C)CCCC(C)NS(=O)(=O)Cc1ccccc1 (stereo not drawn)	-0.8	-0.5	i	3	-4	6	-1	4	11
Nc1c(-c2ccccc2)cnn1-c1cccc(Cl)c1	0.6	-0.8	i	3	3	7	-3	-1	-12
COc1ccc(S(=O)(=O)N(C)C[C@H]2Oc3ccc(NC(=O)Cc4ccccc4)cc3C(=O)N([C@H](C)CO)C[C@@H]2C)cc1	-0.3	1.2	i	-5	6	6	-1	4	6
CC(C)CN(C(=O)C1CCC1)c1c(N)n(Cc2ccccc2)c(=O)[nH]c1=O	0.1	1.1	i	1	9	-8	-12	6	-8
Cc1cccc(-c2cc(C(=O)N3CCCc4ccccc43)c3ccccc3n2)c1	0.2	0.2	i	0	-9	27	-1	3	8
O=C(O)C1C(c2ccccc2)C(C(=O)Oc2ccc(O)cc2)C1c1ccccc1 (stereo not drawn)	-0.4	1.6	i	0	4	-10	-13	0	-12
Cc1[nH]n2c(=O)c3c(nc2c1-c1ccccc1)CCCC3	-0.4	0.1	i	6	3	0	-3	-4	-11
CCOc1ccc(C2C(C(=O)OC)=C(C)N=C3SCCC(=O)N32)cc1OCC (stereo not drawn)	0.2	0.5	i	0	-11	-2	-2	-1	-100
CN(CCNC(=O)C1CCC(=O)N(Cc2ccc(Cl)cc2)C1)CCc1ccccc1 (stereo not drawn)	-0.5	-0.8	i	-1	-2	-7	-5	2	-8
Cc1cc(C)c(O)c(-c2n[nH]c3c2C(c2cccc(O)c2)N(Cc2ccco2)C3=O)c1 (stereo not drawn)	0.9	1.6	i	2	-1	3	-2	-2	9
CC(=O)c1c(C)[nH]c(C(=O)OCC(=O)Nc2nnc(-c3ccccc3)o2)c1C	-0.3	-0.7	i	-2	-7	2	0	0	2
NCCCn1c(C(=O)c2ccc(Cl)cc2)c2ccc(C(F)(F)F)cc2[n+]1[O-]	-0.2	-1.3	i	3	3	-4	-2	0	-1
O=C(NNS(=O)(=O)c1ccccc1)C1CCN(S(=O)(=O)c2ccccc2)CC1	0.1	0.7	i	-5	-3	-6	0	-4	22
Nc1c(C(=O)Nc2ccc(F)cc2)sc(=S)n1-c1ccccc1F	-0.3	1.4	i	-3	4	5	-8	4	28
Cc1cccc(CN2CCC(CNC(=O)Nc3ccccc3F)CC2)c1	-0.7	-0.5	i	-1	-5	-6	7	2	11
CC(C)c1ccc(CNC(=O)C2(C)CCCN2C)cc1 (stereo not drawn)	-0.3	-0.1	i	-1	-2	-2	-2	2	2

Looked up above.
Value of CCC(NC(=O)c1ccccc1NC(=O)c1ccco1)C(=O)NNC(=O)c1ccncc1 (stereo not drawn) under MsrA inhibitor: 0.9
Value of Cc1[nH]n2c(=O)c3c(nc2c1-c1ccccc1)CCCC3 under Tb MetRS inh: -0.4

Carrying on.
SMILES	Tb MetRS inh	MsrA inhibitor	Neddylation inh	CSN deneddyl inh	E coli Lon inh	FAS TE block	MsrA act	Rin1-Abl PPI inh	MLLE-PAM2 inh
C=CCc1ccccc1OCC(O)CN1CCN(Cc2ccc3c(c2)OCO3)CC1 (stereo not drawn)	-0.7&0.1	0.5&0.6	i	0&-6	2&-3	-4&3	-2&1	-3&-2	-12&-1
OCCN(CC(O)Cn1ccc2ccccc21)CC(O)Cn1ccc2ccccc21 (stereo not drawn)	0.1	-0.8	i	-3	1	1	-10	4	7
COc1ccc(CNC(=O)C2CCCN(c3ncnc4c3nc3n4CCCCC3)C2)cc1 (stereo not drawn)	-0.1	nt	i	-3	3	3	1	-3	3
CSc1ccc(/C=C(\C#N)C(=O)NC2CCCCC2C)cc1 (stereo not drawn)	-0.7	2.5	i	-15	2	38	-2	-1	2
COc1ccc(C(=O)CCC(=O)Nc2ccc(N3CCN(C)CC3)cc2)cc1OC	-0.3	-0.5	i	-2	2	-3	-3	3	7
O=C(C[n+]1ccccc1)Nc1ccc(Cl)c([N+](=O)[O-])c1	2.0	0.2	i	-3	9	0	-1	0	-7
CCN1CCN(c2ncc(C(=O)Nc3c(F)cc(F)cc3Br)c3ccccc23)CC1	-0.6	1.7	i	2	7	-4	-2	1	-1

CSN deneddyl inh: entries above that show a hit.
| mol | Tb MetRS inh | MsrA inhibitor | Neddylation inh | CSN deneddyl inh | E coli Lon inh | MsrA act | Rin1-Abl PPI inh | MLLE-PAM2 inh |
| --- | --- | --- | --- | --- | --- | --- | --- | --- |
| O=C(CCl)NCCN1C(=O)S/C(=C\c2cccnc2)C1=O | -0.8 | 2.9 | i | 62* | 6 | -9 | 0 | 20 |

4 compounds drawn at random from the list so far, as already listed:
SMILES	Tb MetRS inh	MsrA inhibitor	Neddylation inh	CSN deneddyl inh	E coli Lon inh	FAS TE block	MsrA act	Rin1-Abl PPI inh	MLLE-PAM2 inh
OCCN(CC(O)Cn1ccc2ccccc21)CC(O)Cn1ccc2ccccc21 (stereo not drawn)	0.1	-0.8	i	-3	1	1	-10	4	7
C=CCc1ccccc1OCC(O)CN1CCN(Cc2ccc3c(c2)OCO3)CC1 (stereo not drawn)	-0.7&0.1	0.5&0.6	i	0&-6	2&-3	-4&3	-2&1	-3&-2	-12&-1
CSc1ccc(/C=C(\C#N)C(=O)NC2CCCCC2C)cc1 (stereo not drawn)	-0.7	2.5	i	-15	2	38	-2	-1	2
O=C(C[n+]1ccccc1)Nc1ccc(Cl)c([N+](=O)[O-])c1	2.0	0.2	i	-3	9	0	-1	0	-7

Screening results (PubChem BioAssay)
